# Assay outcomes as filed in PubChem BioAssay.
# Vif-A3G inh: Vif-A3G binding inhibition. Q9HC16. HeLa A3G-eYFP + Vif (tagged APOBEC3G with the HIV-1 protein that degrades it), YFP fluorescence, overnight. Potency, µM (highest dose often 46.1 µM), without a hit: at the top dose activity, negative = active, hits mostly inhibitors. actives 0.076% (n = 410,000). AID 602310;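 further: on the % scale 0 is the no-effect control and ±100 the full control effect; nearly all actives have a fitted effect of over 60% in size; hits raise eYFP signal because A3G escapes Vif-driven loss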
# Target sequence (Q9HC16 whole entry, looked up): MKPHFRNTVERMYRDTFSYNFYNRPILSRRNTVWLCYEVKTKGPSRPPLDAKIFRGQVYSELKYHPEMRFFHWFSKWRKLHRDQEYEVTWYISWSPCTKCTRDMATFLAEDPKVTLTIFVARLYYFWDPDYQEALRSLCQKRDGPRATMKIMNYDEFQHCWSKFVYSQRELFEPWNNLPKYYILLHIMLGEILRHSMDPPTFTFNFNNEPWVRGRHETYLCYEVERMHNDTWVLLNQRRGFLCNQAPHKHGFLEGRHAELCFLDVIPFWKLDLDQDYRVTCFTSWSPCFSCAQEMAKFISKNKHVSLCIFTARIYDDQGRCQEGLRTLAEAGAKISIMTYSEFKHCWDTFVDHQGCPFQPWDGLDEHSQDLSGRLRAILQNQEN
#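 Read-out is eYFP fluorescence (Ex 488/Em 500-530) from Vif-expressing HeLa A3G-eYFP cells; more signal means A3G escaped Vif-mediated degradation. Cells plated overnight, compound pinned in, incubated overnight at 37 deg C.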
# rTrxR1 inhibitor: blocks rat thioredoxin reductase 1 | recombinant rTrxR1, NADPH fluorescence consumption, selenite substrate | Potency, µM (series often up to 114 µM), for the others: at the highest dose activity change, negative = inhibition, usual class: inhibitors | O89049 | actives 1% (n = 390,000); further: on the % scale 0 is the no-effect control and ±100 the full control effect; nearly all actives have a fitted effect of over 65% in size
#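 Rat TrxR1 (90 nM in the dispensed reagent) was pre-reduced with 400 uM NADPH for 5 min at room temperature, then incubated with compound for 15 min. After 400 uM selenite was added, NADPH fluorescence (Ex 340/Em 450 nm) was followed for 8 min.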
# USP1-UAF1 inh: USP1/UAF1 (human) deubiquitinase inhibition; O94782; recombinant USP1/UAF1, Ub-Rhodamine cleavage fluorescence; Potency, µM (top dose mostly 57.1 µM), inactives show top-dose activity change, negative = inhibition, most hits filed as inhibitors; actives 0.23% (n = 390,000); AID 743255; further: on the % scale 0 is the no-effect control and ±100 the full control effect; nearly all actives have a fitted effect of over 60% in size; inactives centre near -12
#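 1 nM enzyme complex + cpd, 15 min RT; start with Ub-Rho 150nM final; kinetic fluorescence ex 480/em 540, 6 reads q60 s. Buffer 50mM HEPES pH 7.8, 0.5mM EDTA, 0.1 mg/ml BSA, 1mM TCEP, 0.01% Tween-20.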
# mIDH1 inhibitor: inhibitors of human mutant IDH1 R132H; O75874; IDH1-R132H enzyme, NADPH consumption, diaphorase/resazurin fluorescence; Potency, µM (series often up to 76.6 µM), inactives show at the highest dose activity change, negative = inhibition, usual class: inhibitors; actives 0.093% (n = 390,000); AID 602179; further: on the % scale 0 is the no-effect control and ±100 the full control effect; nearly all actives have a fitted effect of over 65% in size
# Target sequence (O75874 whole entry R132H, stated change not applied): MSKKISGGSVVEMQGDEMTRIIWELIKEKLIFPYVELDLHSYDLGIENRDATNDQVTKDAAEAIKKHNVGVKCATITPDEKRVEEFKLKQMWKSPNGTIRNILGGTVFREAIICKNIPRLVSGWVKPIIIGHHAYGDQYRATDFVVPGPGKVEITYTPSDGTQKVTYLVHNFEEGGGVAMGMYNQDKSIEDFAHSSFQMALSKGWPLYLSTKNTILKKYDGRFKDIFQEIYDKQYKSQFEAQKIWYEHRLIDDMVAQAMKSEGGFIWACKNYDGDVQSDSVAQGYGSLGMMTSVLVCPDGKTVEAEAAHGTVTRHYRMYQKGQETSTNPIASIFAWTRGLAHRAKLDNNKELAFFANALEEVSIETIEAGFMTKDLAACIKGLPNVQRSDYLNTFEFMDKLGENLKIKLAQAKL
#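 IDH1-R132H (0.5 ug/mL) preincubated 30 min with compound, then NADPH (0.016 mM) and alpha-KG (2 mM) added; 80 min at RT, pH 7.5. Remaining NADPH coupled via diaphorase/resazurin to fluorescence (540/590 nm); concentration-response curves normalized to no-enzyme control.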
# TrxR1 substrate: substrates of rat thioredoxin reductase 1. AID 588456. O89049. actives 0.01% (n = 390,000). purified TrxR1 substrate turnover, NADPH consumption readout. Potency, µM (titrated, usually from 114 µM), inactives show at the top dose activity change, negative = substrate turnover; further: on the % scale 0 is the no-effect control and ±100 the full control effect; nearly all actives have a fitted effect of over 50% in size
#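 Rat TrxR1, dispensed at 90 nM, was prereduced with 400 uM NADPH (final) for 5 min at ~22 deg C, then incubated with compound 15 min before 400 uM selenite. A first-read NADPH fluorescence drop versus no-compound background flagged substrates.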
# Vif-APOBEC3F blk: inhibitors of Vif-A3F interaction. HeLa A3F-eYFP + Vif (tagged APOBEC3F with the HIV-1 protein that degrades it), YFP fluorescence increase. Potency, µM (top dose mostly 46.1 µM), for the others: top-dose activity, negative = active. actives 0.2% (n = 390,000). AID 602313; further: % of control where 0% means no effect; nearly all actives have a fitted effect of over 65% in size
#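 HeLa cells stably expressing Vif plus C-terminally eYFP-tagged A3F were seeded, incubated overnight at 37 deg C, dosed with compound, incubated overnight again at 37 deg C. Yellow fluorescence (Ex 488/Em 500-530) reported blocked Vif-mediated A3F-eYFP degradation.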
# RGS4 inh: inhibitors of human regulator of G protein signaling 4; Potency, µM (highest dose often 114 µM), for the others: at the top dose activity change, negative = inhibition, most hits filed as inhibitors; actives 0.039% (n = 390,000); Transcreener GDP fluorescence polarization, RGS4-accelerated GTP hydrolysis; AID 504845; further: on the % scale 0 is the no-effect control and ±100 the full control effect; nearly all actives have a fitted effect of over 75% in size; some results filed as inactive show a strong effect at the top dose
# Target sequence (P49798 whole entry, looked up): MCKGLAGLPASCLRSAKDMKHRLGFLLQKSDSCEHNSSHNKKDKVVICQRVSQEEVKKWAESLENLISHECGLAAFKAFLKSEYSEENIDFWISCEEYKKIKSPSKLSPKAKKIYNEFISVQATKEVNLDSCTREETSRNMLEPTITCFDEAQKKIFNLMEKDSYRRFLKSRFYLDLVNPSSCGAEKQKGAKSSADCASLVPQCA
#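 MLSMR compounds (23 nl, pin-transferred) preincubated 10 min at room temperature with a 500nM (2x) first reagent, then RGS4 at 900nM (2x) plus Transcreener GDP mix added; fluorescence polarization (620/688 nm) read before and after 90 min at 30 °C.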
# 12-LOX inh: ALOX12 (human) lipoxygenase inhibition | AID 1671190 | P18054 | purified 12hLO, xylenol orange hydroperoxide absorbance | Potency, µM (top dose mostly 108 µM), without a hit: at the top dose activity change, negative = inhibition, hits mostly inhibitors | actives 1.1% (n = 580,000); further: on the % scale 0 is the no-effect control and ±100 the full control effect
#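 Hydroperoxide product was detected by ferrous iron/xylenol orange as the 573 to 405 nm absorbance ratio. Arachidonic acid at 40 uM (final) was turned over for 30 min at room temperature by 150 nM human 12hLO, pH 7.0 Hepes buffer, after 15 min compound preincubation.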
# RXFP1 agonist: RXFP1 (human) receptor agonism. Q9HBX9. HEK293T-RXFP1 cAMP TR-FRET, 30 min; response scale: percent of porcine relaxin response, buffer zero. Potency, µM (top dose mostly 57.5 µM), inactives show top-dose activation, usual class: activators. actives 0.3% (n = 370,000); further: on the % scale 0 is the no-effect control and ±100 the full control effect; nearly all actives have a fitted effect of over 60% in size; many of its hits are not listed in these tables
#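 HEK293T cells stably expressing RXFP1 were pretreated with the PDE4 inhibitor Ro 20174, exposed to compounds for 30 min at 37C, lysed, and cAMP was read by TR-FRET. Data normalized to buffer (basal) and 29 nM porcine relaxin (100%).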
# Starred values were filed as active, the others as inactive; ? = inconclusive; . = no result given; & = joins results of further samples; [ ] = remark or other dose. The call rests on the fitted dose curve; in most records, active means well fitted curve in the direction sought with a large enough effect; inconclusive means small, poorly fitted or top-dose-only effect, or another doubt; inactive means no such curve, though single readings can be large; an effect the other way counts as inactive or inconclusive. Potency means the concentration at half of the fitted maximal effect.
SMILES,Vif-A3G inh,rTrxR1 inhibitor,USP1-UAF1 inh,mIDH1 inhibitor,TrxR1 substrate,Vif-APOBEC3F blk,RGS4 inh,12-LOX inh,RXFP1 agonist
Cc1ccc(C(=O)NCCC(=O)N2CCC3(CC2)NCCc2[nH]cnc23)cc1,-5%,21%,-28%,6%,9%,-41%,18%,-6%,0.0%
COc1cc2c(cc1OC)C(=O)NCC(C)(C)O2,3%,13%,-18%,12%,0%,-8%,2%,2%,6.8%
CCN(CC)S(=O)(=O)c1cccc(C(=O)N/N=C/c2ccccn2)c1,-2%,11%[57.1 µM],-17%,3%,9%[57.1 µM],1%,8%,4%,5.8%
Cc1ccc(NC(=O)c2nc(S(C)(=O)=O)ncc2N(Cc2ccco2)Cc2cccs2)c(C)c1,2%,-2%,-15%,10%,-9%,2%,6%,-6%,2.6%
O=C(Nc1cccc(Cl)c1)N(CCN1CCOCC1)Cc1ccccc1F,-1%,5%,-9%,-3%,-2%,-15%,16%,-23%,0.1%
COc1ccc(CSc2nc(C)cc(C)c2C#N)cc1,-2%,21%,-17%,7%,6%,1%,-13%,-15%,-0.9%
O=C1c2ccccc2NC(c2ccc(-c3ccccc3F)o2)N1O (stereo not given),-9%,?,.,.,1%,?,-18%,?,2.7%
O=C(Cc1ccccc1)NCC(=O)N1CCN(c2ccccc2F)CC1,1%,-5%,-4%,1%,-7%,-4%,40%,7%,-3.9%
COCCOC(=O)c1c(C)oc2cc(Br)c(OCC(N)=O)cc12,1%,6%[57.1 µM],3%,25%,4%[57.1 µM],-10%,-18%,-3%,0.4%
Cn1c(=O)oc2cc(S(=O)(=O)N3CCCC(C(=O)NCC4COc5ccccc5O4)C3)ccc21 (stereo not given),3%,8%,-20%,-8%,-3%,2%,13%,24%[57.4 µM],0.3%
CC(=O)c1ccc(OC(=O)C2c3ccccc3Oc3ccccc32)cc1,-1%,-6%,?,4%,-8%,-1%,-2%,?,-0.8%
COc1ccccc1N1CC(C(=O)Nc2cc(C(F)(F)F)ccc2N2CCCC2)CC1=O (stereo not given),0%,24%,-14%,3%,9%,8%,-19%,-10%,0.2%
CC(C)c1cc(N=O)cc(C(C)C)c1O,2%,0%[11.4 µM],-26%,4%,-10%[57.1 µM],-7%,-38%,?,.
Cc1ccc(Cl)cc1NC(=O)Cn1ncc2c(C)n(Cc3ccccc3F)c(C)c2c1=O,?,3%,?,-1%,3%,?,-2%,1%,-1.1%
Cc1cc(-c2ccccc2)c2c3c(c(-c4ccccc4)n2n1)c(=O)n(C)c(=O)n3C,?,23%,37%[activator],5%,8%,25µM*,6%,6%,-1.3%
COc1cccc(-c2cccc(NC(=O)C3CCN(Cc4ccc(C)o4)CC3)c2)c1,1%,23%[57.1 µM],-16%,2%,8%[57.1 µM],-1%,-19%[56.9 µM],5%,2.2%
CCCCOc1ccc(C(=O)Nc2ccncc2)cc1,0%,4%[11.4 µM],-9%,5%,-2%,1%,-4%,0%,2.3%
Cc1nc2ccccc2c(=O)n1/N=C/C=C/c1ccccc1,-1%,14%,-8%,5%,-23%[57.1 µM],9%,-15%,172%[activator],3.2%
COc1ccc(S(=O)(=O)NCC(c2ccc(F)cc2)N2CCN(C)CC2)cc1 (stereo not given),-4%,7%,-13%,-1%,2%,-8%,19%,?,-0.5%
CN1CCN(C(=O)CCN2C(=O)/C(=C\c3ccccc3F)SC2=S)CC1,-14%,12%,-27%,-4%,4%,2%,-41%,?,-0.6%
CCCCN(C(=O)c1cc(CC)c(C)s1)c1c(N)n(CCC)c(=O)[nH]c1=O,-5%,8%[57.1 µM],-27%,-6%,-7%,1%,-6%,?,1.1%
N#C/C(=N\Nc1ccccc1Cl)C(=O)c1ccccc1,-6%,-1%[57.1 µM],-12%,3%,0%[57.1 µM],9%,6%[11.4 µM],4%,-0.2%
N#Cc1ccc(CSc2nnc(NC(=O)c3ccc4ncsc4c3)s2)cc1,5%,19%[57.1 µM],?,?,8%[57.1 µM],1%,?,?,?
Cn1c(O)c(C=Nc2ccc(Br)cc2)sc1=O,-4%,15%[57.1 µM],-16%,21%,-3%,-3%,-7%,-10%,1.8%
N#CCCN1CCN(CCC#N)CC1,0%,4%,3%,1%,6%[57.1 µM],2%,15%,-5%,0.4%
O=c1c(Cl)c(NCc2ccc(F)cc2Cl)cnn1C12CC3CC(CC(C3)C1)C2,-2%,-24%,3%,-3%,0%,1%,-10%,9%,-3.1%
Cc1cccc(C)c1NC(=O)CCS(=O)(=O)c1ccc2c(c1)CC(C)N2C(=O)C1CC1 (stereo not given),-2%,?,10%,3%,-14%,-9%,-5%,39%&-9%,-2.2%
CCC(Sc1ncnc2sc3c(c12)CCCC3)C(=O)OCC(C)C (stereo not given),-2%,16%,-28%,0%,-2%,2%,-12%,-11%,4.2%
COc1cc(C(F)(F)F)c(C(=O)NCc2cccc(Cl)c2)cn1,-1%,23%,?,6%,10%,-5%,-4%,0%,-0.2%
C/C(CCc1ccc2c(c1)OCO2)=N\N=C1\NC(=O)CC(C(=O)Nc2ccccc2F)S1 (stereo not given),-1%,13%[57.1 µM],-17%,12%,6%[57.1 µM],-6%,-10%,-4%,2.9%
CCCOc1ccc(-c2cccc(NS(=O)(=O)c3cc(OC)ccc3OC)c2)nn1,1%,28%[57.1 µM],-19%,-13%,0%[57.1 µM],-8%,?,-26%,2.9%
N#Cc1ccc(C23CC4(C2)[C@H](CN(Cc2ccc(C(F)(F)F)cc2)[C@@H]4c2ccccc2)C3c2ccccc2)cc1 (stereo not given in full),5%,2%[57.1 µM],-23%,-9%,7%[57.1 µM],-3%,-12%,-3%,0.0%
CCOc1ccc(-n2c(SCC(=O)N3CCCc4ccccc43)nc3c([nH]c4ccccc43)c2=O)cc1,-1%,17%[57.1 µM],-6%,-14%,-3%[57.1 µM],1%,-9%,-8%,1.7%
CCC(=O)C1CCCN(C(=O)CCc2nnc(C3(c4ccc(Cl)cc4)CCC3)o2)C1 (stereo not given),1%,4%,-16%,9%,3%,2%,-26%,0%,0.0%
Cc1ccc2occ(/C=N/NC(=O)c3ccc(O)cc3)c(=O)c2c1,6%,-1%,-10%,18%,-5%,1%,-29%,0%,2.9%
COC(=O)c1ccc(/C=N/NC(=O)CC(=O)NCc2cccnc2)cc1,3%,0%[57.1 µM],-11%,-5%,-5%[57.1 µM],0%,2%,8%,-4.7%
COc1cc(C(=O)N2CCN(Cc3ccccc3C(F)(F)F)CC2)cc(OC)c1OC,2%,-15%,-7%,5%,-9%,1%,-5%,?,2.0%
CNC(=O)Cc1csc2ccc(C)cc12,0%,15%[57.1 µM],-20%,3%,9%[57.1 µM],?,14%,13%,0.6%
CC(C)(C)n1nc2c(c1NC(=O)c1cccc(Cl)c1)CS(=O)(=O)C2,-11%,30%,-9%,-7%,6%,-14%,-7%,-8%,-0.5%
O=C(NCCCNC(=O)c1cc(Cl)ccc1Cl)c1cnccn1,-1%,-5%,-20%,-8%,-4%,-4%,7%,-4%,5.8%

# Four of the compounds above, with tabs.
compound	Vif-A3G inh	rTrxR1 inhibitor	USP1-UAF1 inh	mIDH1 inhibitor	TrxR1 substrate	Vif-APOBEC3F blk	RGS4 inh	12-LOX inh	RXFP1 agonist
Cc1cccc(C)c1NC(=O)CCS(=O)(=O)c1ccc2c(c1)CC(C)N2C(=O)C1CC1 (stereo not given)	-2%	?	10%	3%	-14%	-9%	-5%	39%&-9%	-2.2%
CCC(Sc1ncnc2sc3c(c12)CCCC3)C(=O)OCC(C)C (stereo not given)	-2%	16%	-28%	0%	-2%	2%	-12%	-11%	4.2%
COc1cc(C(F)(F)F)c(C(=O)NCc2cccc(Cl)c2)cn1	-1%	23%	?	6%	10%	-5%	-4%	0%	-0.2%
C/C(CCc1ccc2c(c1)OCO2)=N\N=C1\NC(=O)CC(C(=O)Nc2ccccc2F)S1 (stereo not given)	-1%	13%[57.1 µM]	-17%	12%	6%[57.1 µM]	-6%	-10%	-4%	2.9%

# Next part:
SMILES,Vif-A3G inh,rTrxR1 inhibitor,USP1-UAF1 inh,mIDH1 inhibitor,TrxR1 substrate,Vif-APOBEC3F blk,RGS4 inh,12-LOX inh,RXFP1 agonist
CC(=O)Nc1nnc(Cc2ccccc2)s1,0%,8%[57.1 µM],-20%,-1%,6%[57.1 µM],-1%,20%[11.4 µM],-3%,0.6%
COc1ccc(C2=Nn3c(nnc3-c3ccccc3Cl)SC2)cc1OCC1CC1,1%,16%,.,.,-4%,-5%,-25%,?,.
CCOc1cc(C(=O)OCC(=O)Nc2ccc(Cl)cn2)ccc1OCC(=O)N1CCOCC1,1%,-18%,-6%,0%,-12%,-5%,-4%,-4%,1.6%
Cc1ccc(-c2nnn(CC(=O)N(CC(=O)NC(C)C)c3cnc4ccccc4c3)n2)o1,0%,12%,-9%,3%,8%,1%,19%,7%[57.4 µM],0.3%
Cc1ccc(S(=O)(=O)N2CCCCC2C(=O)Nc2ccc(N(C)C)cc2)cc1 (stereo not given),8%,7%,-24%,6%,-6%,-10%,-27%,?,.
CC(C)OCCCNC(=O)C1CCC(CNS(=O)(=O)c2cccc3nsnc23)CC1 (stereo not given),1%,-11%,-25%,-5%,-9%,-9%,-3%,.,-1.0%

# An excerpt, so the mix of outcomes need not match the whole.
